Bioassay records: PubChem BioAssay, National Center for Advancing Translational Sciences (NCATS)
TR SRC2 fluor cs: Total Fluorescence Counterscreen for Inhibitors of the Interaction of Thyroid Hormone Receptor and Steroid Receptor Coregulator 2 | 280,000 tested, 0.29% active | Potency, µM (top dose mostly 106 µM), without a hit: at the top dose fluorescence change, negative = quenching | AID 1479, 2009 | TRb/SRC2 Texas Red total fluorescence interference; active = well fitted curve in either direction with a large enough effect; inconclusive = small, poorly fitted or top-dose-only effect; also: % is scaled to controls: 0 for no effect and ±100 for the full control effect
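Human TRb ligand-binding domain at 0.6 uM with 20 nM Texas Red SRC2 peptide in Tris buffer containing 1 uM T3 and 5% DMSO, incubated with compound 5 h at ambient temperature. Total fluorescence (555/632 nm) calculated as parallel + 2 × perpendicular.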
Tau fibril FP: qHTS for Inhibitors of Tau Fibril Formation, Fluorescence Polarization | Microtubule-associated protein tau (Homo sapiens), P10636 | K18 P301L tau heparin fibrillization, Alexa594 FP, 6 h | Potency, µM (doses to about 57.7 µM), for the others: at the top dose activity, negative = inhibition, usual class: inhibitors | 280,000 tested, 0.39% active; also: % is scaled to controls: 0 for no effect and ±100 for the full control effect; nearly all actives have a fitted effect of over 55% in size
Target sequence (P10636 561-689 P618L limits assumed): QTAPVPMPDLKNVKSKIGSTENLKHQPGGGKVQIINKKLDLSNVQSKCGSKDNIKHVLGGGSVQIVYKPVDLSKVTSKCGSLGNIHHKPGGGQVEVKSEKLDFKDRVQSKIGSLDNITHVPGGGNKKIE
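Read-out: fluorescence polarization of Alexa 594-labeled tau (0.24 uM), 555 nm excitation, 632 nm emission. Mixtures held 15 uM unlabeled K18 P301L, compound and 20 uM heparin, pH 7 acetate buffer, incubated 6 hr at 37 C.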
RECQ1 inh: qHTS Assay for Inhibitors of RecQ-Like Dna Helicase 1 (RECQ1) | ATP-dependent DNA helicase Q1 (Homo sapiens), P46063 | RECQ1 DNA unwinding, red fluorescence kinetic read | Potency, µM (doses to about 57.3 µM), for the others: top-dose activity, negative = inhibition, actives largely listed as inhibitors | 240,000 tested, 0.54% active | AID 2549, 2010;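 also: plate controls were vehicle for no effect and no enzyme for full effect; nearly all actives have a fitted effect of over 30% in size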
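50 nM RECQ1T1 preincubated 15 min with compound in Tris pH 8.0 buffer with MgCl2, DTT, Tween-20 and 2.5 ug/ml poly(dI-dC); started with 200 nM TAMRA/BHQ-2 forked duplex and 2 mM ATP. Unwinding read as fluorescence (525/598 nm), two reads 2 h apart.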
HTT ATP protect: qHTS Multiplex Assay to Identify Dual Action Probes in a Cell Model of Huntington: Cytoprotection (ATP) | AID 1471, 2008 | 230,000 tested, 0.14% active | PC12 HTT-Q103 induced, cytoprotection, ATP luminescence, 40 h | Potency, µM (doses to about 56.4 µM), for the others: cytoprotection (ATP increase), most hits filed as activators;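 also: % of control where 0% means no effect; nearly all actives have a fitted effect of over 45% in size; toxic huntingtin expression switched on by the ecdysone agonist tebufenozide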
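Huntington model: PC12 line, ecdysone-inducible HTTQ103 exon1–GFP, tebufenozide 100 nM. Test articles in a dose series. Endpoint luminescence from cellular ATP.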
Tau fluor counter: Counterscreen qHTS for Inhibitors of Tau Fibril Formation, Fluorescence Polarization; tau K18 P301L Alexa594 fluorescence, heparin fibrillization; Potency, µM (top dose mostly 57.7 µM), for inactives: at the top dose activity change, negative = decrease; 280,000 tested, 0.93% active; AID 1463, 2008; also: % is scaled to controls: 0 for no effect and ±100 for the full control effect; nearly all actives have a fitted effect of over 55% in size
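Human K18 P301L tau (15 uM unlabeled plus 0.24 uM Alexa 594-labeled, final) in 100 mM sodium acetate pH 7 was mixed with compound and 20 uM heparin and incubated 6 hr at 37 C.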
L3MBTL1 inh: qHTS Assay for the Inhibitors of L3MBTL1; Lethal(3)malignant brain tumor-like protein 1 (Homo sapiens), Q9Y468; AlphaScreen L3MBTL1–H3K9me1 peptide binding; Potency, µM (highest dose often 57.1 µM), for inactives: at the highest dose activity, negative = inhibition, actives largely listed as inhibitors; 230,000 tested, 0.66% active; also: % is scaled to controls: 0 for no effect and ±100 for the full control effect; nearly all actives have a fitted effect of over 60% in size
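L3MBTL1 (50 nM) pre-complexed 30 min with biotinylated H3(1-15)K9me1 peptide (75 nM), then compounds added for 30 min at room temperature; AlphaScreen streptavidin donor/nickel chelate acceptor beads (10 ug/mL final) read after 30 min dark incubation.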
Tau ThT inhib: qHTS for Inhibitors of Tau Fibril Formation, Thioflavin T Binding; 270,000 tested, 2.1% active; Potency, µM (series often up to 57.4 µM), for inactives: at the highest dose activity, negative = inhibition, usual class: inhibitors; recombinant tau K18 P301L (four-repeat tau fragment), heparin-induced fibrillization, ThT fluorescence; AID 1460, 2008; also: % is scaled to controls: 0 for no effect and ±100 for the full control effect; nearly all actives have a fitted effect of over 55% in size
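Tau K18 P301L fragment (15 uM unlabeled plus 0.24 uM Alexa 594-labeled) in 100 mM sodium acetate pH 7 with compound, fibrillization induced by 20 uM heparin for 6 hr at 37 C. Thioflavin T (30 uM) added, fluorescence read after 1 hr (ex 450, em 510 nm).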
TRb-SRC2 inh: qHTS for Inhibitors of the Interaction of Thyroid Hormone Receptor and Steroid Receptor Coregulator 2; Thyroid hormone receptor beta (Homo sapiens), P10828; TRbeta-SRC2 peptide binding, fluorescence polarization; receptor liganded with 1 µM T3; Potency, µM (titrated, usually from 106 µM), for the others: at the highest dose activity change, negative = inhibition, usual class: inhibitors; 280,000 tested, 0.065% active; AID 1469, 2008;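 also: plate controls were bound peptide for no effect and peptide without receptor for full effect; nearly all actives have a fitted effect of over 50% in size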
Target sequence (P10828 whole entry, looked up): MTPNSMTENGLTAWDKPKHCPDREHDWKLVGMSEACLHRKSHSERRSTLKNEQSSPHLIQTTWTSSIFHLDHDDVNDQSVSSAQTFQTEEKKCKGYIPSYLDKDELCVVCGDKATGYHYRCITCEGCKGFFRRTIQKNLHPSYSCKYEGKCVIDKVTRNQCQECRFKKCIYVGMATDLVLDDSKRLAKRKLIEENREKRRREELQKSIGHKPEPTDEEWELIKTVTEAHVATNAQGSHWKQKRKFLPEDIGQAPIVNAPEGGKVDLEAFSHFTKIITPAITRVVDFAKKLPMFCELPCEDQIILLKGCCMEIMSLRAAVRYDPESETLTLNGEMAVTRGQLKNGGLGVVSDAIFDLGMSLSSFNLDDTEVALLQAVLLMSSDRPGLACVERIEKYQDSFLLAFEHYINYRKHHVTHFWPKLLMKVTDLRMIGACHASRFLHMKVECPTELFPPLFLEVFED
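Quantitative HTS by FP: 0.6 uM TRb LBD, 20 nM labeled SRC2 20-mer, 1 uM T3, 5% DMSO; 5 hr ambient incubation; % activity per concentration and potencies from concentration series.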
Numbers without * were called inactive; i = inactive; ? = inconclusive; nt = not tested or not shown; & = joins results of further samples; [ ] = another dose, or the depositor's remark. Unless noted, calls follow the shape of the dose curve; as a rule, active = well fitted curve in the direction sought with a large enough effect; inconclusive = small, poorly fitted or top-dose-only effect, or another doubt; inactive = no such curve, though single readings can be large; an effect the other way counts as inactive or inconclusive. Potency is read from the fitted curve at half-maximal effect. Not all compounds are listed; the hit share may differ from the screen's.

SMILES,HTT ATP protect,TR SRC2 fluor cs,TRb-SRC2 inh,L3MBTL1 inh,Tau fibril FP,Tau ThT inhib,RECQ1 inh,Tau fluor counter
CC1CCN(C(=O)/C=C/c2ccc(C(C)(C)C)cc2)CC1,nt,1%,-10%,6%,3%,-14%,-2%,1%
COc1ccc(S(=O)(=O)N2CCC(C(N)=O)CC2)c2ccccc12,15%,2%,4%,6%,-2%,-1%,3%,3%
O=C1NCCc2c1[nH]c1ccc([N+](=O)[O-])cc21,-53%[inhibitor],-4%,-2%,30%[activator],-4%,?,-3%,-7%
Cc1c(NC(=S)NNC(=O)CCC(=O)O)c(=O)n(-c2ccccc2)n1C,-1%[10 µM],-1%,-2%,nt,-1%,-2%,i,-2%
CC(=C1C2C=CC1C1C(=O)NC(=O)C21)c1ccccc1 (configuration not stated),14%[0.074 µM],-2%,-14%,-5%[11.4 µM],-4%,-9%,-4%,-4%
CCOc1ccc(C(=O)N2CCN=C2SC)cc1OCC,-5%,-2%,2%,4%,4%,-8%,i,-6%
CCOC(=O)c1c(C)[nH]c(C)c1S(=O)(=O)NCC(=O)NCc1cccc(Br)c1,nt,-1%,3%,nt,-10%,1%,nt,-9%
CC(C)c1ccc(N(C(=O)C(F)(F)F)C(C(=O)NC2CCCCC2)c2ccncc2)cc1 (configuration not stated),-27%,1%,-7%,-1%,-3%,-4%,-4%,-3%
CC(C)C1Cc2c(sc3[nH]c(=S)n(Cc4ccccc4)c(=O)c23)CO1 (configuration not stated),-54%[inhibitor],0%,-12%,nt,5%,-17%,2%,-29%
COc1cc(/C=C/C(=O)OCC(=O)Nc2cc(C)c(C)cc2[N+](=O)[O-])ccc1O,1%[10 µM],3%,-7%,nt,5%,-3%,-11%,-22%
O=C(c1cccnc1Cl)N(Cc1ccccc1)Cc1ccccc1,-16%,0%,4%,nt,-9%,-11%,-13%,-12%
CCOc1ccc(C2N(c3ccc(OC)cc3)C(=O)C3CCCN32)cc1OC (configuration not stated),-8%,-3%,-4%,nt,0%,-4%,-7%,0%
Cc1cc(Nc2ccccc2)n2nc(C)c(-c3ccccc3)c2n1,-35%[10 µM],0%,-6%,nt,5%,nt,-2%,-25%
COc1ccc(/C=N/N=C2/NC(=O)C(CC(=O)O)S2)cc1OS(=O)(=O)c1ccccc1 (configuration not stated),-31%,-4%,-2%,-5%,0%,-16%,-5%,-4%
O=C(Nc1cccc(S(=O)(=O)NC2=NCCCCC2)c1)C1COc2ccccc2O1 (configuration not stated),-8%[10 µM],-4%,-2%,0%,6%,4%,i,1%
Cc1noc(C)c1C(=O)N1CCN(Cc2ccc3c(c2)OCO3)CC1,-17%[0.074 µM],4%,4%,4%,7%,1%,-7%,0%
N#Cc1cc(C#N)c(N2CCN(c3cccc(Cl)n3)CC2)nc1N,-61%[inhibitor],2%,9%,0%,-6%,-13%,-1%,-25%
CCOc1ccccc1Nc1cc(-c2ccccc2)nc(C)n1,nt,4%,-3%,nt,2%,-11%,nt,-18%
COc1cccc(C(=O)NNC(=O)Cc2csc(N)n2)c1,6%,-1%,0%,4%,-2%,-3%,-14%,0%
COc1ccc(CNC(=O)CN(c2ccc(OC)cc2)S(=O)(=O)c2c(C)nn(C)c2C)cc1,nt,-2%,2%,-4%,4%,-5%,0%,-12%
Cc1ccc(CN2C(=O)C3(c4ccccc42)N(c2cccc(C(F)(F)F)c2)C(=O)CS3(=O)=O)cc1 (configuration not stated),nt,-4%,3%,nt,?,-11%,nt,-19%
Fc1ccc(Oc2nnnn2-c2ccccc2)cc1,-50%[inhibitor],-1%,11%,10%,?,3%,16%,-9%
COc1ccc2cc[nH]c2c1,-4%,-2%,-2%,nt,10%,-17%,-16%,-25%
CCOC(=O)C1=C(C)N=C2SC(C)C(=O)N2C1c1ccccc1 (configuration not stated),12%[10 µM],-1%,3%,14%,-9%,0%,-4%,3%
COC(=O)c1ccccc1NC(=O)C1CCCN(c2nnc(-n3cccc3)s2)C1 (configuration not stated),-24%[10 µM],-6%,3%,-30%,-6%,?,3%,-24%
CC(CNC(=O)Cn1c(-c2cccs2)cc2ccccc21)c1ccccc1 (configuration not stated),nt,8%,1%,nt,-3%,-4%,nt,-24%
COc1cccc(NC(=S)NNC(=O)Cn2nc([N+](=O)[O-])cc2C)c1,-17%,-2%,-4%,?,1%,3%,i,8%
CCOC(=O)c1c(C)[nH]c(C(=O)OCC(=O)N2CC(C)OC(C)C2)c1C (configuration not stated),-1%,0%,4%,nt,-5%,-11%,-3%,-8%
COc1ccccc1CCNC(=O)CCc1c(C)c2cc3c(C)coc3c(C)c2oc1=O,nt,-1%,-1%,nt,-2%,-1%,nt,5%
O=C(CSc1nnc(CNc2ccc(F)cc2)n1Cc1ccco1)NC1CC1,0%[10 µM],4%,-1%,-6%,-2%,-8%,0%,-1%
COc1ccc(NC(=O)N/C=C/c2ccco2)cc1,nt,-1%,-5%,?,-14%,?,-15%,-28%
COc1cccc(NC(=O)NC2CCCCC2C)c1 (configuration not stated),?,0%,-3%,-3%[11.4 µM],4%,5%,-9%,2%
CN1C(=O)CSc2ccc(NC(=O)NCc3ccc(F)cc3)cc21,-28%,2%,-4%,nt,14%,?,16%,?
CCOCCc1nn2c(=O)cc(COC(=O)c3ccccc3Br)nc2s1,nt,-3%,7%,nt,5%,?,nt,2%
O=C(CSc1cccc[n+]1[O-])c1ccc(-c2ccccc2)cc1,-66%[inhibitor],-4%,1%,1%,-4%,?,i,-5%
CC1=C(C#N)C(NC(=O)c2cccc(Cl)c2)(C(F)(F)F)C(=O)N1 (configuration not stated),-16%[10 µM],?,-2%&2%,3%,-6%&13%,?,-12%,-6%&18%
COc1cc(-c2nc(S(=O)(=O)c3ccc(C)cc3)c(N(C)C)o2)cc(OC)c1OC,0.89µM*,1%,-4%,1%,5%,?,-8%,2%
O=C(C[n+]1cccc(CNC(=O)c2ccc(OC(F)F)cc2)c1)Nc1ccc(SC(F)F)cc1,-13%[10 µM],2%,-2%,12%,13%,?,0%,-10%
COC(=O)c1sc2ccccc2c1NC(=O)c1ccc(S(=O)(=O)N2CCCC(C)C2)cc1 (configuration not stated),-2%[10 µM],1%,-9%,-11%,1%,-4%,3%,-14%
Cn1ccnc1C(=O)C1CCCN(Cc2cn[nH]c2-c2ccc(-c3ccccc3)cc2)C1 (configuration not stated),nt,4%,2%,-8%,3%,-1%,i,-2%
CC1CN(C(=O)c2ccc(COCC(F)(F)F)o2)CC(C)O1 (configuration not stated),39%[10 µM],4%,-4%,3%,-9%,-18%,3%,-15%
O=C(N/N=C/c1cc(Br)ccc1O)C(=O)Nc1ccccc1OC(F)(F)C(F)F,-46%[inhibitor],0%,0%,-7%,-7%,-14%,-4%,-15%
COc1ccc(CN(Cc2ccc(OC)cc2)C(=O)c2cccs2)cc1,12%[10 µM],0%,4%,2%,5%,5%,7%,-1%
O=C(O/N=C1/CCCc2occc21)c1ccc(Cl)cc1Cl,1%[10 µM],0%,-11%,nt,-11%,nt,-4%,-14%
N#Cc1sc2nc3c(cc2c1N)CCCC3,nt,-2%,4%,13%,10%,?,-2%,-23%
COc1ccccc1Nc1nc(Cl)nc(Nc2ccccc2OC)n1,-24%,0%,6%,nt,?,-1%,-1%,-23%
Cc1onc(-c2c(Cl)cccc2Cl)c1C(=O)OCC(=O)c1ccccc1,33%[10 µM],-2%,-6%,nt,-5%,nt,-13%,-26%
Cc1cccc(C)c1NC(=O)COn1nnc2ccc(C(F)(F)F)cc21,22%[10 µM],0%,-9%,10%,-5%,2%,-7%,3%
O=C(c1noc2c1CCCC2)N1CCN(Cc2ccccc2)CC1,-15%,-1%,-9%,-1%,-8%,-12%,i,-9%
CCOC(=O)C1=C(C)N=C2SC(C)C(=O)N2C1c1cccc(F)c1 (configuration not stated),25µM*,-2%,-10%,nt,-4%,-14%,-13%,-19%
COc1ccc(OC)c(-n2c(CN3CCC(C(N)=O)CC3)nc3ccccc3c2=O)c1,7%,-2%,5%,0%[11.4 µM],-1%,12%,9%,8%
CCN(C(=O)COC(=O)c1[nH]c(=O)[nH]c(=O)c1N)c1ccccc1,6%,-3%,-5%,-6%,-13%,-6%,i,-4%
